PAX8 inh HTS = lowers PAX8-driven luciferase in RMG-I cells. RMG-I TPO-luciferase reporter, SteadyGlo, 24 h. 1.2% of 360,000 active. inhibition, % at 12.6 µM;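 active = mean replicate inhibition at least 60% with every replicate also reaching 60%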;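 also: luciferase light reporting Pax8 driven TPO promoter activity; plate controls were median of neutral control wells for no effect and mitoxantrone controls for full effect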
C2C12 statin = suppressors of simvastatin-induced myotoxicity in C2C12 myotubes | ATP luminescence, 48 h; scaled: DMSO 0, geranylgeraniol control 100 | rescue of ATP level, % at 7.49 µM | 0.78% of 330,000 active | AID 602340;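 active = mean ATP rescue above about 67%, or every replicate alone reaching that limit, limit read from the data, passing the limit was not always enough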;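 also: myotubes were challenged with 10 µM simvastatin during compound exposure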
LGR2 antag = Drosophila LGR2 receptor signaling inhibition. HEK293 LGR2, CRE-luciferase, bursicon-stimulated, 4 h. inhibition, % at 9.99 µM. 0.35% of 380,000 active. AID 720647;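 active = drop in luminescence signal, shown as inhibition above about 50% in the replicate tests, limit read from the data, passing the limit was not always enough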;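 also: agonist challenge used bursicon conditioned medium at about half maximal strength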
ARNT-TACC3 inh = disruptors of human ARNT/TACC3 interaction. Q9Y6A5. 0.66% of 390,000 active. AlphaScreen His-ARNT PAS-B/GST-TACC3 binding, luminescence; TACC3 fragment carries E629A point mutation. inhibition, % at 9.99 µM;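 active = mean inhibition of replicates at least 50% and at least half of replicates each reaching 50%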;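 also: 0% = complete ARNT plus TACC3 wells and 100% = ARNT alone without TACC3; many hits fall short of the cut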
Cneo AK release = causes C. neoformans cell lysis. lysis activity, % at 15 µM. AID 651654. 0.2% of 360,000 active. adenylate kinase release luminescence, 4 h; normalised: neutral wells 0, clomiphene wells 100;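 active = mean lysis activity across replicates of at least 80%, whatever share of replicates individually reach that level; inactive = mean lysis activity below 80%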
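Assay system: C. neoformans cells. Amount: yeast cell density of 5 × 10^6 cells/mL. Technique: AK luminescence. Buffer or medium: YPD. Times: static 4 h at 37 °C with compound, 1 h detection. Dosing: single-point compound dose. Read-out: lysis from increased AK signal.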
PGC1a acetyl inh = modulators of PGC1a acetylation; U2OS PGC1a acetylation, AlphaScreen anti-acetyl-lysine; with virally co-expressed GCN5 acetyltransferase; inhibition, % at 15.6 µM; 0.17% of 350,000 active;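 active = every replicate shows inhibition of at least 40%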;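 also: 0% = neutral control wells and 100% = positive control wells; some results beyond the cut were filed as inactive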
PglD DTNB = inhibitors of Campylobacter jejuni PglD acetyltransferase; purified PglD enzyme, DTNB colorimetric CoA detection; inhibition, % at 12.5 µM; 0.098% of 360,000 active; AID 602405; in the data active = inhibition above about 16%, passing the limit was not always enough; also: strong numbers were not always called active
GSIS activator = GLuc luminescence reporter in INS-1E cells, primary screen for activators of glucose-dependent secretion of insulin | INS-1E GLuc reporter insulin secretion, 2-3 h | activation, % at 16.6 µM | 0.61% of 370,000 active | AID 743287;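 active = lowest replicate activation of at least 40%, so every replicate reaches that level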;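 also: 0% = median of neutral control wells and 100% = median of IBMX positive control wells; some compounds called inactive have numbers as strong as hits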
Starred values were filed as active, the others as inactive; . = no result given.

A first look:
structure,Cneo AK release,PGC1a acetyl inh,LGR2 antag,GSIS activator,PAX8 inh HTS,PglD DTNB,C2C12 statin,ARNT-TACC3 inh
CCOC(=O)c1nn(-c2cccc(C)c2)cc1C(=O)c1ccccc1,-4,.,.,.,-81,2,9,26
Cc1nc(C)n(CC(=O)N2CCCC(C(=O)c3ccc(C(F)(F)F)cc3)C2)n1 (configuration not stated),.,11,4,-4,4,.,.,-7
O=C1CCCc2c1nc(-c1cccc(Cl)c1)n2O,-3,1,.,.,.,3,-37,4

Main list (from the top)
structure,Cneo AK release,PGC1a acetyl inh,LGR2 antag,GSIS activator,PAX8 inh HTS,PglD DTNB,C2C12 statin,ARNT-TACC3 inh
CCOC(=O)c1nn(-c2cccc(C)c2)cc1C(=O)c1ccccc1,-4,.,.,.,-81,2,9,26
Cc1nc(C)n(CC(=O)N2CCCC(C(=O)c3ccc(C(F)(F)F)cc3)C2)n1 (configuration not stated),.,11,4,-4,4,.,.,-7
O=C1CCCc2c1nc(-c1cccc(Cl)c1)n2O,-3,1,.,.,.,3,-37,4
CCCCOCCCNC(=O)c1cccc(OC)c1,.,.,7,19,-17,.,.,-14
COc1cc(OC)cc(C(=O)NC2CCSC2=O)c1 (configuration not stated),2,3,.,.,.,-4,2,-1
CCOC(=O)C(NC(=O)c1cccc(Cl)c1)(OCc1ccccc1)C(F)(F)F (configuration not stated),3,3,-3,-15,-1,-1,.,-3
Cc1ccc(NC(=O)CS(=O)(=O)c2cn(CC(=O)N3CCOCC3)c3ccccc23)cc1,0,-5,-9,1,-1,-1,11,-1
O=C(NCCc1c[nH]c2ccccc12)C(=O)c1c[nH]c2ccccc12,-1,17,-10,7,7,-1,-15,5
COC(=O)c1cc(S(=O)(=O)NCc2ccc3c(c2)OCO3)c[nH]1,0,6,7,.,-5,2,.,-5
COc1ccccc1-c1cccc(-c2nc(C(=O)N3CCN(C)CC3)cc3c2[C@@H](CCO)N([S@](=O)C(C)(C)C)C3)c1,57,15,7,-4,3,15,6,2
COc1ccc(S(=O)(=O)Nc2ccc3c(c2)n(C)c(=O)n3C)cc1F,3,.,0,-10,26,0,0,-12
CO[C@@H]1CN(C)C(=O)c2ccc(NS(=O)(=O)c3ccccc3)cc2OC[C@H](C)N(Cc2ccccn2)C[C@@H]1C,-2,-5,-9,0,-13,-1,-12,10
O=C/C(=C\Nc1ccc(C(=O)N2CCOCC2)cc1)c1nc2ccccc2o1,1,-3,5,-9,13,-4,4,-12
CN(CCOc1ccc(Cl)cc1)C(=O)c1ccc(S(=O)(=O)N2CCOCC2)cc1,5,-2,29,-9,-17,-12,-4,1
CSc1ncc(C(=O)Nc2ccc(C(C)=O)cc2)c(C)n1,-3,-4,-73,-10,-40,-5,2,-5
Cc1ccccc1NC(=O)C1CCN(S(=O)(=O)c2cccs2)CC1,1,-22,-3,17,1,3,2,-2
CCOC(=O)Cn1nc(NC(=O)COc2ccc(F)cc2)cc1C,0,.,1,12,-2,1,-2,0
CCN(CC)C(=O)c1ccc(S(=O)(=O)N2CCC(c3nc4ccccc4s3)CC2)cc1,7,.,.,.,.,1,-3,-6
CC(=O)Nc1cccc(NC(=O)c2ccc(Br)cc2)c1,-8,12,10,-5,-16,-3,-8,-1
CCOC(=O)c1nc(Nc2ccc(C)cc2)c2ccccc2n1,4,-16,.,.,.,2,0,.

Other compounds
structure,Cneo AK release,PGC1a acetyl inh,LGR2 antag,GSIS activator,PAX8 inh HTS,PglD DTNB,C2C12 statin,ARNT-TACC3 inh
C[C@@H]1CN([C@H](C)CO)C(=O)c2cc(NC(=O)C3CCCCC3)ccc2O[C@@H](C)CCCCO[C@@H]1CN(C)S(=O)(=O)c1ccc(Cl)cc1,-3,6,6,10,17,-1,.,-9
Cc1c(C(=O)N(C)C)sc(NC(=O)c2cccc([N+](=O)[O-])c2)c1C#N,-1,-19,.,.,-56,-4,-17,26
CC1(C(=O)N2CC3(CC(c4ccccc4)=NO3)C[C@H]2C(=O)NCC(N)=O)CC1 (some centres not stated),-1,9,-2,15,3,-2,5,0
COc1cc(C2NC(=O)NC(c3ccccc3)=C2C(C)=O)ccc1OCC#N (configuration not stated),0,1,-10,16,.,-4,15,-1
CCN1C(=O)/C(=c2\o/c(=C3\C=Cc4ccccc4N3CC)c(=O)n2CC)SC1=S,-1,0,.,.,.,-2,-13,-3
CC(Oc1ccc(NC(=O)c2ccco2)cc1)C(=O)N1c2ccccc2CC1C (configuration not stated),.,-4,.,-4,25,.,.,-6
CC(C)(C)c1ccc(-n2nc(C(N)=O)c(O)cc2=O)cc1,-15,4,-10,-1,38,-4,-7,.
CCOc1cc(-c2c(C#N)c(N)nc3c2CCCC3C)ccc1O (configuration not stated),0,-2,.,-25,.,0,-17,-4
C[C@H]1CN([C@@H](C)CO)C(=O)c2cccc(NC(=O)c3nc4ccccc4s3)c2O[C@@H]1CN(C)C(=O)Nc1ccc2c(c1)OCO2,-2,-2,10,-10,.,12,-128,4
CN(C)S(=O)(=O)c1ccc(Cl)c(C(=O)NNC(=O)Cn2ccc(C(F)(F)F)n2)c1,-1,.,-1,6,-10,4,13,-5
CCCN(CCC)CCCNC(=O)c1cc2c(-c3ccc(OC)c(OC)c3)nn(C)c2s1,2,7,0,-9,-14,-3,1,2
Cc1ccc(S(=O)(=O)NCCC(=O)NCCOc2ccccc2)cc1,3,.,5,-5,-4,-2,7,-1
CSC1=NCCN1C(=O)c1cccc(C(F)(F)F)c1,-2,4,.,.,.,7,.,-4
COc1ccc(-n2c(=O)cc(N3CCN(c4ccccc4)CC3)[nH]c2=O)cc1,-1,14,10,6,.,-4,13,-11
Cc1cc(-c2ccc(NC(=O)[C@@H]3CCCC[C@@H]3C(=O)O)c(C)c2)ccc1NC(=O)[C@@H]1CCCC[C@@H]1C(=O)O,.,-2,11,-12,-39,.,.,-3
c1ccc(CN2CCC3CC2c2ccc(N4CCOCC4)cc23)cc1 (configuration not stated),1,6,14,-5,-24,0,-7,.
Cc1cc(C)c2c(N)c(C(=O)N/N=C/c3cccnc3)sc2n1,-1,-2,-39,20,-141,-3,.,40
CSC1=C(C#N)C(c2ccc3c(c2)OCO3)C2=C(CCCC2=O)N1 (configuration not stated),2,5,.,.,-6,3,-6,0
O=C(OC1CCOC1=O)c1cc(-c2cccc(Br)c2)nc2ccccc12 (configuration not stated),.,13,-25,34,3,.,.,-1
COc1ccc(CN(C)C[C@@H]2Oc3c(NS(=O)(=O)c4ccc(F)cc4)cccc3C(=O)N([C@@H](C)CO)C[C@@H]2C)cc1,-2,0,1,2,-5,4,22,0

Complete entries from above. Order of values: Cneo AK release, PGC1a acetyl inh, LGR2 antag, GSIS activator, PAX8 inh HTS, PglD DTNB, C2C12 statin, ARNT-TACC3 inh
`C[C@H]1CN([C@@H](C)CO)C(=O)c2cccc(NC(=O)c3nc4ccccc4s3)c2O[C@@H]1CN(C)C(=O)Nc1ccc2c(c1)OCO2` as listed: -2, -2, 10, -10, ., 12, -128, 4
`CC(Oc1ccc(NC(=O)c2ccco2)cc1)C(=O)N1c2ccccc2CC1C` (configuration not stated) as listed: ., -4, ., -4, 25, ., ., -6

More results follow.
structure,Cneo AK release,PGC1a acetyl inh,LGR2 antag,GSIS activator,PAX8 inh HTS,PglD DTNB,C2C12 statin,ARNT-TACC3 inh
O=C(NC1=NCCS1)c1cccc(N2C(=O)c3ccccc3C2=O)c1,.,3,-6,5,0,.,.,1
Nc1cccc2c1C(=O)N(C(=O)/C=C/c1ccc(F)cc1)C2=O,-4,-10,47,12,22,0,-5,-4
Cc1ccc(C(=O)NCC(=O)OCC(=O)c2ccc3c(c2)NC(=O)CO3)cc1C,.,.,2,-2,8,.,.,-6
COc1ccc(C)cc1NS(=O)(=O)c1ccc(Br)s1,-1,2,-1,-3,.,-2,10,1
CC(=O)c1cccc(NC(=O)CCCCCn2nnc3ccccc3c2=O)c1,6,2,-2,-5,-1,-1,8,-10
O=C(O)c1cccc(NC(=O)c2ccc(COc3ccc(Cl)cc3)cc2)c1,0,.,-11,-22,-28,-3,-4,-14
COc1ccc(Cl)cc1NC(=S)NNC(=O)c1cccnc1,.,3,-14,-2,-8,.,.,-1
CC1(C)CC(=O)C2=C(C1)NC(Nc1nc3ccccc3o1)=NC2c1ccccn1 (configuration not stated),-2,-10,4,-35,14,0,2,42
O=C1CC2(CCN(C(=O)c3ccc([N+](=O)[O-])cc3)CC2)Oc2ccccc21,2,.,7,-7,.,13,-5,-11
Cc1ccc(C(=O)Nn2cnnc2)cc1S(=O)(=O)N1CCOCC1,-1,7,6,5,-29,2,-1,-3
CC(OC(=O)c1ccc(-n2cnnn2)cc1)C(=O)Nc1ccc(F)c(F)c1F (configuration not stated),0,-6,-4,36,0,-7,-2,-2
N/C(=N\OC(=O)CCCN1C(=O)c2ccccc2C1=O)c1ccccn1,.,4,9,0,14,.,.,0
C=CCn1c(CNc2ccc(C)cc2)nnc1SCC(=O)N/N=C/c1ccc(O)cc1O,2,5,.,.,.,-3,30,-4
COc1ccc(C2=CC(c3cc(OC)c(OC)c(OC)c3)NC(=S)N2)cc1 (configuration not stated),0,3,.,.,.,-1,.,-4
CCN(C(=O)CSc1nnc(-c2ccc(F)cc2)c2ccccc12)C1CCS(=O)(=O)C1 (configuration not stated),.,1,-10,10,17,.,.,10
CCC(=O)N[C@H]1CC[C@@H](CCn2cc(CN(C)C)nn2)O[C@H]1CO,2,5,-1,8,-6,-5,6,6
COc1ccc(NC(=O)C(=O)NCCCO)cc1Cl,-2,.,-2,19,-10,2,2,.
CC(O)(c1ccccc1)c1nc(-c2cc3ccccc3o2)cs1 (configuration not stated),-5,3,-41,-21,-58,-7,-14,.
CCONC(=NC)c1nonc1N,-2,2,-3,-2,9,17,-6,.
COc1ccc(S(=O)(=O)N2CCCCC2)cc1NS(=O)(=O)c1cc(Cl)ccc1Cl,1,-9,4,-8,7,1,.,-4

The list goes on.
structure,Cneo AK release,PGC1a acetyl inh,LGR2 antag,GSIS activator,PAX8 inh HTS,PglD DTNB,C2C12 statin,ARNT-TACC3 inh
Cc1cccc(CN2CCC(CNC(=O)CSc3cc(=O)n(C)c4cc(Cl)ccc34)CC2)c1,.,-6,-12,11,-5,.,-13,11
CC(C)(C)NC(=O)NC(=O)COC(=O)CCC1CCCC1,1,5,7,3,9,-1,.,-7
COC(=O)C(N)Cc1ccc(Cl)cc1 (configuration not stated),1,0,-5,-10,-5,-4,0,-2
COC(=O)C1N[C@@H]([C@@H](NC(=O)COc2ccccc2)C(=O)NCc2ccsc2)SC1(C)C (some centres not stated),-1,14,-4,-11,-18,0,.,15
CC(C)c1cn(CC[C@H]2CC[C@@H](NC(=O)C3CCCC3)[C@@H](CO)O2)nn1,-2,9,-3,18,4,4,4,-13
CC(=O)c1cc2c(cc1N/C(=N/S(=O)(=O)c1ccc(Br)cc1)c1ccccc1)OCO2,1,15,5,6,17,-2,2,-19
CCC(=O)NC[C@@H]1[C@@H](c2ccc(-c3ccccc3)cc2)[C@H](CO)N1C(=O)C1CC1,1,8,-7,-2,-16,3,1,-5
CC1(C)CC(=O)C(C=NCCN2CCN(C(=O)c3ccc(Br)cc3)CC2)=C(O)C1,-3,-7,.,.,-13,1,-8,-2
O=C(CCSCc1cccc(Cl)c1)NCCc1ccccc1,.,.,-4,-57,-4,.,-3,-4
Cc1cccc(CN(C)C[C@@H]2Oc3ncc(C#Cc4ccccc4)cc3C(=O)N([C@H](C)CO)C[C@@H]2C)c1,-3,5,-1,-10,.,0,-26,18
CCOC(=O)c1ccc(NC(=O)c2ccc(NC(=O)c3ccccc3)cc2)cc1,1,2,4,6,.,3,6,-5
Cc1csc2ncc(C(=O)NCc3ccco3)c(=O)n12,1,1,-4,18,.,2,-10,3
NC1=NC(c2cn(-c3ccccc3)nc2-c2cccs2)n2c(nc3ccccc32)N1 (configuration not stated),0,11,.,.,.,-3,-32,0
